# Rv3671c inh – inhibitors of M. tuberculosis serine protease Rv3671c; P9WHR9; inhibition, % at 5.96 µM; actives 0.048% (n = 320,000); in the data active = inhibition above about 38%;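 also: extracellular domain of Rv3671c used as enzyme; 0% = enzyme with DMSO and 100% = no enzyme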
# Target sequence (P9WHR9 whole entry, looked up, the tested form may be a part): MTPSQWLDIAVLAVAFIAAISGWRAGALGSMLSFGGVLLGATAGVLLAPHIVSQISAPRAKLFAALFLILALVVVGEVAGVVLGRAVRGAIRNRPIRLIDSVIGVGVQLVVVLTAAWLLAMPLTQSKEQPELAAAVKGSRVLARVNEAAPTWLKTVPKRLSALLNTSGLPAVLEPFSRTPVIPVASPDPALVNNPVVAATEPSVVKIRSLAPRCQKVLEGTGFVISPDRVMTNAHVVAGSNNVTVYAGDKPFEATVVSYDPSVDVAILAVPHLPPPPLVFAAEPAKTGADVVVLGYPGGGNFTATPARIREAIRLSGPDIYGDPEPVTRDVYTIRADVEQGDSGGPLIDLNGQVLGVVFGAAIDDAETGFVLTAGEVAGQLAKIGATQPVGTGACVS
# GDH-TPI inh – inhibits GDH-TPI coupling enzymes, artifact for Mtb FBA screen | actives 1.2% (n = 360,000) | inhibition, % at 4.8 µM | GDH-TPI coupled enzyme counterscreen, NADH absorbance | AID 588335; in the data active = inhibition above about 30%;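 also: 0% = DMSO wells and 100% = wells lacking the enzyme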
# FadD28 binding – inhibitors of Mycobacterium tuberculosis FadD28 bisubstrate binding | FadD28 bisubstrate probe binding, fluorescence polarization | inhibition, % at 12.5 µM | actives 0.22% (n = 360,000); in the data active = inhibition above about 8.5%, passing the limit was not always enough; inconclusive = no clear call, values can overlap the other calls
# FBA Mtb inh – inhibits M. tuberculosis FBA enzyme | AID 588726 | purified M. tuberculosis FBA, fluorescence read-out | inhibition, % at 1 µM | actives 2.3% (n = 360,000); in the data active = inhibition above about 27%;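 also: 0% = vehicle and 100% = reference inhibitor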
# PrPC surface inh – cell surface PrPC inhibition, primary TR-FRET screen; P04156; TR-FRET read-out; inhibition, % at 13.8 µM; actives 0.43% (n = 370,000); AID 720596; in the data active = inhibition above about 24%; also: 0% = median of the test wells and 100% = reference compound wells
# MazEF act – increases E. coli MazEF RNase cleavage of RNA. P0AE70. FAM/BHQ RNA-DNA oligo cleavage fluorescence, 5 h. activation, % at 20 µM. actives 0.32% (n = 350,000). AID 504720; in the data active = activation above about 50%
# Target sequence (P0AE70 whole entry, looked up): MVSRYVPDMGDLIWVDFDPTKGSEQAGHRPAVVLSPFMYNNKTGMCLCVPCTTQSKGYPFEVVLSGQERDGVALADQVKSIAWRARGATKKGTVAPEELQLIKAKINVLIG
# Mtb BioA inh – BioA (M. tuberculosis) enzyme inhibition | inhibition, % at 9.99 µM | AID 602481 | actives 0.096% (n = 360,000) | purified M. tuberculosis BioA enzyme, plate reader; in the data active = inhibition above about 40%; inconclusive = no clear call, values can overlap the other calls
# BoNT-F LC inh – BoNT F light chain protease inhibition; Multiplex microsphere protease cleavage assay, flow cytometry; inhibition, % at 10 µM; actives 0.22% (n = 360,000); in the data active = inhibition above about 35%, passing the limit was not always enough; inconclusive = no clear call, values can overlap the other calls; also: plate controls were buffer without enzyme for full effect and enzyme alone for no effect
# Mtb UGM inh – blocks M. tuberculosis UGM enzyme; inhibition, % at 10 µM; purified UGM, fluorescence polarization probe displacement; P9WIQ1; actives 0.06% (n = 320,000); in the data active = inhibition above about 10%, passing the limit was not always enough; inconclusive = no clear call, values can overlap the other calls
# Target sequence (P9WIQ1 whole entry, looked up): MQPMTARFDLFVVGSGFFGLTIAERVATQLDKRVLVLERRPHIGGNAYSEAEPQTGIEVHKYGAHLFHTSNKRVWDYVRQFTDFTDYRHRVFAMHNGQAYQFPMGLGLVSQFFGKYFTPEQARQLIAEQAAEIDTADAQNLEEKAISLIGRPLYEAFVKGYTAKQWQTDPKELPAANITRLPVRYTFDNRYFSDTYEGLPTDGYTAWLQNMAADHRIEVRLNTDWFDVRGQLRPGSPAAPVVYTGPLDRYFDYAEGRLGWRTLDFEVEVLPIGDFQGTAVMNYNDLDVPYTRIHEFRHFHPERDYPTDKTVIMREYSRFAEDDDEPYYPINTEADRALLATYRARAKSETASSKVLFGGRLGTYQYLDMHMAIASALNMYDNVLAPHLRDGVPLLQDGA
# * marks the source's active call; other numbers are inactive results; ? = inconclusive; . = no result given.
SMILES,Rv3671c inh,GDH-TPI inh,FadD28 binding,FBA Mtb inh,PrPC surface inh,MazEF act,Mtb BioA inh,BoNT-F LC inh,Mtb UGM inh
O=C(N/N=C/c1ccccc1)c1[nH]ncc1Br,-1,10,-1.1,2,4,9,.,23,-0.7
COc1cccc(N2CCN(c3ccc(S(=O)(=O)N4CCN(C)CC4)cc3[N+](=O)[O-])CC2)c1,-2,5,-0.3,-4,-20,10,.,-3,7.8
Cn1c(CN(O)S(=O)(=O)c2ccc(Cl)cc2)nnc1C(F)(F)F,5,-10,-3.0,-1,1,-1,-0.4,-5,-2.0
COc1ccc2c(CCNC(=O)c3ccc([N+](=O)[O-])cc3)c[nH]c2c1,-2,-1,0.0,1,-28,6,1.6,-4,-1.9
O=C(O)COCC(=O)Nc1cc(C(F)(F)F)cc(C(F)(F)F)c1,7,-2,-1.3,1,-2,1,.,?,5.2
Cc1ccc2c(c1)[C@H]1OCC[C@H]1[C@@H](c1ccncc1)N2,-1,9,-1.2,3,4,3,-1.1,-3,-0.8
O=C(CN(c1ccccc1)S(=O)(=O)c1ccc(F)cc1)N1CCCCCC1,3,-2,-1.3,2,0,3,0.0,4,-1.3
COc1ccc(NC(=O)Nc2ccc([N+](=O)[O-])cc2)cn1,5,17,-2.0,-2,5,1,-2.8,-14,2.7
COC(=O)c1cc(Br)c(=O)n(Cc2ccc3c(c2)OCO3)c1,-2,1,-0.9,-1,7,-2,-1.1,-5,0.7
COc1ccc(C(=O)OCn2nnc3ccccc3c2=O)cc1,-2,-12,-4.3,-1,13,3,.,-1,-1.8
N=c1oc2ccc3ccccc3c2cc1-c1nc(-c2ccccc2)cs1,-2,-10,-2.4,1,-3,-38,-2.1,23,3.7
COc1ccc(NC(=O)CSc2ccccc2)c(OC)c1,5,4,-0.1,-1,5,-1,-0.8,2,-5.2
CCN(CC)C(=O)c1ccc(O)c(OC)c1,7,14,0.3,6,5,-8,0.6,2,0.1
CCC(=NCCCN(CC)CC)c1c(O)n(C2CCCCC2)c(=O)[nH]c1=O,4,-6,-3.0,-2,-1,-5,0.6,-3,-0.8
O=C(COC(=O)CNC(=O)c1cccc([N+](=O)[O-])c1)Nc1nc2ccccc2s1,-3,-1,-2.7,0,2,-4,-1.6,-2,1.2
Cc1ccc(NC(=O)Cn2nnc(C(=O)NCc3cccs3)c2N)cc1F,-14,16,-4.1,0,6,6,0.6,0,0.3
C=CCNC(=O)CSc1ccc(Cl)cc1,3,1,-0.9,1,6,1,-1.7,-7,2.8
CC1CCN(C(=O)COC(=O)c2ccccc2NC(=O)c2ccco2)CC1,7,6,-3.1,1,-3,13,.,-1,0.1
CN(C)C(=O)c1cccc(-c2cccc(-c3nc(C(=O)NCc4ccccc4)cc4c3[C@H](CCO)N(S(=O)C(C)(C)C)C4)c2)c1 (stereo not given in full),.,.,-5.6,-4,-1,.,2.3,-16,.
COc1cc(S(=O)(=O)N2CCC(N3CCCCC3)CC2)ccc1-n1cnnn1,.,-4,-2.3,1,4,0,-1.1,-5,.

# Look-ups from the results shown.
# Result of `C=CCNC(=O)CSc1ccc(Cl)cc1` in PrPC surface inh: 6
# Result of `CC1CCN(C(=O)COC(=O)c2ccccc2NC(=O)c2ccco2)CC1` in FadD28 binding: -3.1
# Result of `CCC(=NCCCN(CC)CC)c1c(O)n(C2CCCCC2)c(=O)[nH]c1=O` in FBA Mtb inh: -2
# Result of `COc1cc(S(=O)(=O)N2CCC(N3CCCCC3)CC2)ccc1-n1cnnn1` in BoNT-F LC inh: -5

# Going on with the list:
SMILES,Rv3671c inh,GDH-TPI inh,FadD28 binding,FBA Mtb inh,PrPC surface inh,MazEF act,Mtb BioA inh,BoNT-F LC inh,Mtb UGM inh
Cc1ccc(/C=N/NC(=O)c2cc(-c3ccncc3)nc3ccccc23)o1,.,11,-4.4,-2,9,0,0.6,5,.
COc1cccc(NC(=O)C(Sc2nc3ccccc3c(=O)n2CC(C)C)c2ccccc2)c1 (stereo not given),-1,9,-0.4,-3,-1,6,.,-2,2.0
O=C(NCC1CCCO1)C1CC(=O)N(C2CCCCCC2)C1 (stereo not given),-6,-16,-3.9,-5,-1,5,-0.3,-3,1.4
CC(C)Oc1ccc(CC2CC(=O)NC2=O)cc1 (stereo not given),4,5,-1.9,1,0,4,-1.2,-5,1.6
CC12CCC(=O)C=C1CC(N1CC1)C1C2CCC2(C)C(O)CCC12 (stereo not given),.,0,-1.8,-1,-6,5,.,-9,.
O=C1NC(Cc2ccc(O)cc2)c2nc3cc(F)ccc3c(=O)n2-c2cc3ccccc3cc21 (stereo not given),.,3,-1.4,-1,13,-8,-3.4,4,.
O=C(CCl)Nc1cccc(CP(=O)(c2ccccc2)c2ccccc2)c1,-4,9,-1.4,3,-3,-3,-1.1,?,-1.7
COCCNC(=O)CSc1ccccc1C(=O)NC1CCSc2ccccc21 (stereo not given),3,1,0.9,1,-3,2,1.1,-3,1.1
CNc1snc(C)c1C(=O)OC(C)C(=O)Nc1cccc(OC)c1 (stereo not given),1,3,-3.1,3,8,-2,-0.6,1,-4.6
NS(=O)(=O)c1ccc2ccccc2c1,2,1,0.2,0,-1,10,-1.2,-8,1.3

# Retrieved by compound from the entries so far:
SMILES,Rv3671c inh,GDH-TPI inh,FadD28 binding,FBA Mtb inh,PrPC surface inh,MazEF act,Mtb BioA inh,BoNT-F LC inh,Mtb UGM inh
CC12CCC(=O)C=C1CC(N1CC1)C1C2CCC2(C)C(O)CCC12 (stereo not given),.,0,-1.8,-1,-6,5,.,-9,.
COc1cccc(NC(=O)C(Sc2nc3ccccc3c(=O)n2CC(C)C)c2ccccc2)c1 (stereo not given),-1,9,-0.4,-3,-1,6,.,-2,2.0

# Next part
SMILES,Rv3671c inh,GDH-TPI inh,FadD28 binding,FBA Mtb inh,PrPC surface inh,MazEF act,Mtb BioA inh,BoNT-F LC inh,Mtb UGM inh
Cc1cc(C)n(-c2cc(N3CCN(C(=O)c4cccc(Br)c4)CC3)ccc2[N+](=O)[O-])n1,-4,11,-7.4,-4,-15,3,3.6,?,4.9
CCOC(=O)[C@H]1[C@H]2COc3cc(OC)ccc3[C@@H]2N2C(=O)N(c3ccc(Cl)cc3)C(=O)[C@@]12C,-4,-1,-1.1,-1,.,4,0.1,-4,-1.1
O=S1(=O)NC(=NCC(c2ccco2)N2CCCCC2)c2ccccc21 (stereo not given),9,5,-3.3,0,-2,9,-1.8,-13,-0.2
O=C(/C=C/c1ccccc1)c1c[nH]c2ccccc12,1,23,-2.6,-4,-14,-7,-2.3,2,-1.2
COc1ccc2oc(C(=O)OCC(=O)N(Cc3ccccc3)C(C)(C)C)c(C)c2c1,-4,3,-0.1,9,0,0,1.6,-9,0.8
CC(=O)CSc1ncnc2sc3c(c12)CCC3,6,7,0.5,9,12,5,.,-2,-1.8
CCN(CC)c1ncnc2c1ncn2[C@H]1CN(Cc2ccc(F)cc2)C[C@@H](CO)O1,.,6,-3.3,-2,8,.,1.5,-1,.
Cc1ccc(CNC(=O)c2cc(-c3cc(C)cc(C)c3O)n[nH]2)cc1,-1,5,-3.3,-2,2,1,0.4,-9,1.5
COc1cccc(NC(=O)c2nn(C)c(C(=O)Nc3cccc(OC)c3)c2[N+](=O)[O-])c1,-11,6,1.2,0,1,3,1.0,?,0.5
COc1ccc(C(CNC(=O)c2cc(S(=O)(=O)N3CCCC3)ccc2Cl)N2CCCC2)cc1 (stereo not given),-3,8,-14,1,-7,5,-1.1,5,3.0
COc1cc(CN2CCC(Cc3ccccc3)CC2)cc([N+](=O)[O-])c1O,-1,-1,-1.5,-2,-2,-12,5.0,22,-0.3
CCOc1cc(/C=N/NC(=O)c2nn(C)cc2Br)ccc1OCc1ccccc1Cl,0,15,-0.2,4,-4,-6,.,-3,1.0
CCc1cc2c(N3CCN(C)CC3)ncnc2s1,-3,1,-2.3,-5,-3,-3,2.0,.,-1.4
CCOc1ccc(C(=O)Cn2cnc3ccccc3c2=O)cc1,1,9,0.8,4,6,12,-1.7,11,0.3
COCCCn1c(-c2ccco2)nc2ccccc2c1=O,0,11,0.4,0,-5,0,-0.5,9,0.2
COC(=O)c1nn(-c2ccccc2)c(=O)cc1Oc1ccc(Cl)cc1,3,13,-2.1,-2,6,1,-0.7,-2,-2.2
COc1ccc(CNC(=O)C(=O)NCC2OCCN2S(=O)(=O)c2ccc(F)cc2)cc1 (stereo not given),1,6,-2.0,2,8,-3,-1.1,7,-0.9
COc1ccc(-c2cc(C(=O)Nc3cccc(O)c3)no2)cc1,-11,1,2.1,3,11,7,-1.9,7,-0.3
CC1=C(C(=O)OCC2CCCO2)C(c2ccccc2Cl)NC(=O)N1 (stereo not given),0,-8,0.7,-1,12,-5,-0.1,-1,-1.3
Cc1cccc(C)c1OP(N)(=O)Oc1c(C)cccc1C,5,4,1.3,-4,0,-3,.,-9,-0.1

# Structural class: those above with a tert-butyl group (two)
SMILES,Rv3671c inh,GDH-TPI inh,FadD28 binding,FBA Mtb inh,PrPC surface inh,MazEF act,Mtb BioA inh,BoNT-F LC inh,Mtb UGM inh
CN(C)C(=O)c1cccc(-c2cccc(-c3nc(C(=O)NCc4ccccc4)cc4c3[C@H](CCO)N(S(=O)C(C)(C)C)C4)c2)c1 (stereo not given in full),.,.,-5.6,-4,-1,.,2.3,-16,.
COc1ccc2oc(C(=O)OCC(=O)N(Cc3ccccc3)C(C)(C)C)c(C)c2c1,-4,3,-0.1,9,0,0,1.6,-9,0.8

# More compounds follow:
SMILES,Rv3671c inh,GDH-TPI inh,FadD28 binding,FBA Mtb inh,PrPC surface inh,MazEF act,Mtb BioA inh,BoNT-F LC inh,Mtb UGM inh
CCN(CC)c1ccc(N2C(=O)CSC2=S)cc1,-4,2,-3.5,-6,-3,5,-0.8,-4,0.0
CCOC(=O)Cn1cc(C(=O)c2cccs2)c2ccccc21,-5,0,-7.8,-4,10,-5,4.3,-2,-2.0
CCCOP(=O)(c1ccc(N(C)C)cc1)C(O)c1c(Cl)cccc1Cl (stereo not given),7,-2,-0.2,1,9,1,-0.3,17,-0.1
CCOc1ccc(N2C(=O)C3=C(C(c4ccc(Cl)cc4)=NCCN3)C2c2cccnc2)cc1 (stereo not given),8,8,-1.2,-3,-3,10,.,1,2.2
CCC1(CC)Cc2ccccc2-c2[nH]c(=S)[nH]c(=O)c21,4,3,2.9,7,79*,4,.,-1,-2.5
CN(c1cccc2cccnc12)S(=O)(=O)c1ccccc1,7,-1,-2.1,-6,3,6,0.5,-6,1.5
CCc1nnc(NC(=O)c2ccc(S(=O)(=O)NC3CCCCC3)cc2)s1,3,12,-5.1,-3,3,1,-0.3,-5,3.7
N#Cc1cccc(NC(=O)Cn2cnc(S(=O)(=O)N3CCCCC3)c2)c1,-1,7,-0.6,2,-2,10,-0.6,-1,0.2
OC1(c2ccc(F)cc2)CC2CCC(C1)N2Cc1nnnn1C1CCCCC1 (stereo not given),-4,12,-0.3,4,-4,-9,.,-10,2.7
Cc1cccc(NC(=O)CCS(=O)(=O)c2cccc3nonc23)c1C,-2,2,-1.5,1,-11,-11,-2.2,-14,-2.2
